Screening data as filed in PubChem BioAssay.
VHR inh abs: VHR1 phosphatase inhibitors, primary screen, biochemical, absorbance, uHTS; Dual specificity protein phosphatase 3 (Homo sapiens), P51452; recombinant VHR phosphatase, pNPP absorbance; inhibition, % at 13.3 µM; actives 0.52% (n = 290,000); in the data active means inhibition above about 50%; further: some compounds called inactive have numbers as strong as hits
Target sequence (P51452 whole entry, looked up): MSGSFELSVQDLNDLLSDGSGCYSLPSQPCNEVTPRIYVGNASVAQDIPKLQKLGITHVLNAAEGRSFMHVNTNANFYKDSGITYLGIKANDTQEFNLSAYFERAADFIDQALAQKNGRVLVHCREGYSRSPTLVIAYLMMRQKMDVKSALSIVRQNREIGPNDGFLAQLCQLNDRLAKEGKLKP
BoNT-F LC inh: BoNT/F light chain protease inhibitors, primary screen, biochemical, flow cytometry, MLPCN library. AID 588497, 2011. inhibition, % at 10 µM. actives 0.22% (n = 360,000). Botulinum neurotoxin type F light chain protease (Clostridium botulinum). Multiplex microsphere protease cleavage assay; in the data active means inhibition above about 35%, passing the limit was not always enough; inconclusive means no clear call, values can overlap the other calls; further: plate controls were buffer without enzyme for full effect and enzyme alone for no effect
PrPC TRFRET: inhibitors of human cell surface prion protein PrPC, primary screen, cell-based, TR-FRET | TR-FRET read-out | inhibition, % at 13.8 µM | actives 0.43% (n = 370,000) | AID 720596, 2013; in the data active means inhibition above about 24%; further: 0% = median of the test wells and 100% = reference compound wells
MazF activator: activators of E. coli MazEF toxin-antitoxin RNase, primary screen, biochemical, fluorescence, uHTS. activation, % at 20 µM. AID 504720, 2011. Endoribonuclease toxin MazF (Escherichia coli (strain K12)), P0AE70. FAM/BHQ RNA-DNA oligo cleavage fluorescence, 5 h. actives 0.32% (n = 350,000); in the data active means activation above about 50%
Target sequence (P0AE70 whole entry, looked up): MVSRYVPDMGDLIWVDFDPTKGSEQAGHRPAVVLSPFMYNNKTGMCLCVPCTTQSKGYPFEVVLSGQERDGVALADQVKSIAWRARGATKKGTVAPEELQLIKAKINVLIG
Anthrax LF inh2: Bacillus anthracis LF protease inhibitors, primary screen, biochemical, multiplex microsphere, MLPCN library. AID 588501, 2011. multiplex microsphere protease cleavage assay. actives 0.12% (n = 360,000). Lethal factor (Bacillus anthracis), P15917. inhibition, % at 10 µM; further: plate controls were buffer without enzyme for full effect and enzyme alone for no effect
3CLpro inhibitor: SARS-CoV 3CLpro protease inhibitors, primary screen, biochemical, quenched FRET. Replicase polyprotein 1ab (Severe acute respiratory syndrome coronavirus), P0C6X7. recombinant SARS-CoV 3CLpro, quenched FRET peptide cleavage. inhibition, % at 6 µM. actives 0.14% (n = 290,000); in the data active means inhibition above about 12%
CCHF vOTU inh: CCHFV vOTU protease inhibitors, primary screen, biochemical, Pep-AMC substrate, fluorescence; AID 651958, 2012; actives 0.55% (n = 370,000); inhibition, % at 11.5 µM; in the data active means inhibition above about 30%; further: 0% = vehicle wells with enzyme and 100% = no enzyme wells
Rv3671c protease: Rv3671c serine protease inhibitors, primary screen, biochemical, fluorescence polarization, M. tuberculosis H37Rv; actives 0.048% (n = 320,000); inhibition, % at 5.96 µM; P9WHR9; in the data active means inhibition above about 38%;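 further: extracellular domain of Rv3671c used as enzyme; 0% = enzyme with DMSO and 100% = no enzyme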
Target sequence (P9WHR9 whole entry, looked up, the tested form may be a part): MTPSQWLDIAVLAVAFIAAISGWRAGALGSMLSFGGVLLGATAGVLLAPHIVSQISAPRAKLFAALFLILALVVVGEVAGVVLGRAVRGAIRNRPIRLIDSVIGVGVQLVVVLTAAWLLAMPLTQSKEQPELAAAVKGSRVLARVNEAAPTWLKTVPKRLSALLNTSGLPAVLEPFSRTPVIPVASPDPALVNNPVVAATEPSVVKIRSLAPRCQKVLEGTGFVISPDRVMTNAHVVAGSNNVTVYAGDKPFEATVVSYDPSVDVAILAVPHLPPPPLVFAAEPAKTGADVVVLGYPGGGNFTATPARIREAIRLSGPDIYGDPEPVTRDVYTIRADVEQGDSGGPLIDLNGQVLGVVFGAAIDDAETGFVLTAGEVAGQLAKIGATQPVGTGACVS
PriA SSB inh: inhibitors of Klebsiella pneumoniae PriA binding to SSB C-terminal tail, primary screen, biochemical, AlphaScreen. PriA–SSB C-terminal tail interaction (Klebsiella pneumoniae). AlphaScreen SSBct-PriA binding, biotinylated peptide. inhibition, % at 33 µM. actives 0.6% (n = 430,000). AID 1272365, 2023; in the data active means inhibition mostly above about 37%, no sharp cut-off; inactive means mostly below about 20%;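 further: plate controls were negative control peptide for no effect and reference peptide for full effect; strong numbers were not always called active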
BoNT A protease: BoNT/A light chain protease inhibitors, primary screen, biochemical, flow cytometry, MLPCN library; inhibition, % at 10 µM; AID 588499, 2011; actives 0.17% (n = 360,000); Botulinum neurotoxin type A light chain protease (Clostridium botulinum A str. ATCC 3502); multiplex microsphere protease substrate cleavage; further: plate controls were buffer without enzyme for full effect and enzyme alone for no effect
The depositor's hits bear a star; i = inactive; ? = inconclusive; . = no result given; & = joins results of further samples. Unless noted, no stated cut-off is given here; in the data, active means inhibition above about 30%; inconclusive means no clear call, values can overlap the other calls; inactive means below that. A portion of the library; rates above refer to the full screens.

SMILES	VHR inh abs	BoNT-F LC inh	PrPC TRFRET	MazF activator	Anthrax LF inh2	3CLpro inhibitor	CCHF vOTU inh	Rv3671c protease	PriA SSB inh	BoNT A protease
COc1ccccc1CC(=O)Nc1ccc(-c2noc(COc3ccc(Cl)c(C)c3)n2)cc1	19	4	6	-3	0	3	1	-8	-18	?
Nc1n[nH]c2cccc(Cl)c12	18	?	1	-3	-1	-6	-19	6	-5	?
Cc1c(C(=O)OCC(=O)N(C)Cc2ccccc2)oc2ccccc12	.	-7	6	-2	-2	.	5	0	-6	-0.7
COc1ccccc1/C=C\C(=O)NCC(=O)N/N=C/c1ccc(O)cc1O	56*	-3	-5	3	0	0	-11	7	.	-0.4
CCNC(=O)C1(C)CCCN(Cc2ccccc2-c2ccccc2)C1 (centres undefined)	.	-4	3	.	-6	.	-9	.	.	-0.2
Cc1cc(C(=O)NC2CCCCC2)c(C)n1-c1ccc(F)cc1	21	-7	2	-10	-6	-6	-4	-5	13	-0.8
CC(=O)c1ccc(N2CCN(C(=O)c3cn(Cc4ccccc4)nc3-c3cccnc3)CC2)c(F)c1	.	-1	-2	-1	-4	.	4	5	10	-0.5
Cc1cc(O)c(N=Cc2cc3c(cc2[N+](=O)[O-])OCO3)cc1C	.	-8	-10	-9	-11	.	1	1	-2	-0.1
Cc1ccc(S(=O)(=O)CCNC(=O)Cc2ccccc2)cc1	22	0	7	7	-1	-1	-4	0	-2	-0.1
O=S(=O)(c1ccc2c(c1)OCCO2)C1CCC(S(=O)(=O)c2c(F)cccc2F)CC1 (centres undefined)	.	3	-3	5	-4	.	-4	-7	-3	0.0
COc1ccc(CNC(=O)CC2C(=O)NCCN2CC(C)(C)C)c(OC)c1 (centres undefined)	30	-9	5	1	2	4	16	-8	-23	0.3
CC(=O)Nc1ccc(S(=O)(=O)N2CCC(C(=O)c3ccc(F)cc3)CC2)cc1	21	0	-1	11	-1	2	-1	6	-4	-1.0
CCOc1ccc(Cl)cc1-c1cc(C(=O)NC2CCCCC2)[nH]n1	.	-8	-5	.	-3	.	2	.	.	-0.2
CC1CCCN(C(=O)Cc2cccc3ccccc23)C1 (centres undefined)	29	?	1	2	10	1	-4	-4	2	-0.1
CCn1c(O)c(N=NC(=O)C2C(=O)NCC2c2ccccc2)c2ccccc21 (centres undefined)	13	4	-14	1	1	0	-11	-2	6	0.6
COc1ccccc1N(CC(=O)NCc1ccccc1)S(=O)(=O)c1cccs1	.	6	0	9	-6	.	18	.	.	-0.1
CCOC(=O)c1ccc(NC(=S)N(CCCN2CCCC(C)C2)Cc2ccco2)cc1 (centres undefined)	2	-5	-1	9	2	2	10	-13	4	-0.4
CCCOc1ccc(-c2c(C(=O)N/N=C/c3ccc(C)cc3)nnn2-c2nonc2N)cc1	9	.	4	-10	.	2	-7	-28	i	.
CCOc1ccc(C(=O)Nc2ccc(S(=O)(=O)Nc3cc(C)on3)cc2)cc1	4	-5	-11	6	-5	-1	7	-10	-8	-1.0
CC1(C(=O)NCc2ccc(Cl)cc2)CCN1C(=O)c1cccc(F)c1 (centres undefined)	.	1	-4	.	-8	.	-3	.	.	-0.4

In the list so far, three have four or more nitrogen atoms:
SMILES	VHR inh abs	BoNT-F LC inh	PrPC TRFRET	MazF activator	Anthrax LF inh2	3CLpro inhibitor	CCHF vOTU inh	Rv3671c protease	PriA SSB inh	BoNT A protease
CC(=O)c1ccc(N2CCN(C(=O)c3cn(Cc4ccccc4)nc3-c3cccnc3)CC2)c(F)c1	.	-1	-2	-1	-4	.	4	5	10	-0.5
CCn1c(O)c(N=NC(=O)C2C(=O)NCC2c2ccccc2)c2ccccc21 (centres undefined)	13	4	-14	1	1	0	-11	-2	6	0.6
CCCOc1ccc(-c2c(C(=O)N/N=C/c3ccc(C)cc3)nnn2-c2nonc2N)cc1	9	.	4	-10	.	2	-7	-28	i	.

Next section.
SMILES	VHR inh abs	BoNT-F LC inh	PrPC TRFRET	MazF activator	Anthrax LF inh2	3CLpro inhibitor	CCHF vOTU inh	Rv3671c protease	PriA SSB inh	BoNT A protease
COCc1cc(=O)[nH]c(N2CCN(c3ccccc3OC)CC2)n1	4	?	-4	7	-3	5	3	.	-10	-5.7
O=C(CCS(=O)(=O)c1ccccc1)NC1CCCC1	16	6	-4	4	9	-4	-2	0	1	0.4
COc1ccc(-c2ccc(CN3C(CC(C)C)C(=O)N(Cc4cn(CC5CCCCC5)nn4)CCS3(=O)=O)cc2)cc1 (centres undefined)	.	1	-2	2	2	.	16	.	.	-0.2
COc1ccc(C)cc1NS(=O)(=O)c1cn(C)nc1C	1	-4	5	3	-12	0	1	-1	-11&-9	-0.4
Cc1cccc(S(=O)(=O)NCCC(=O)OC(C)C(=O)NC(=O)NC2CCCCC2)c1 (centres undefined)	22	-25	1	-3	2	-3	18	-3	4	-1.2
CC1=CC(C)(C)n2c(O)c(C3=NC(=S)NC3=O)c3cc(OC(=O)c4cccc5ccccc45)cc1c32	14	0	2	-6	-3	2	2	6	-7	0.4
Cc1ccccc1NC(=S)N(CCc1c(C)[nH]c2ccc(F)cc12)Cc1cccnc1	4	-8	-6	5	-4	5	-8	-4	2	-0.9
Cc1ccccc1NC(=O)CSc1ccncc1	14	0	3	3	-6	1	8	-7	5	0.4
COc1cc(C2C3=C(COC3=O)Oc3cc4c(cc32)OCO4)cc(OC)c1OC (centres undefined)	.	2	5	9	-4	.	8	.	-7	0.0
CCCCn1nc(C(=O)Oc2ccc3c(C)cc(=O)oc3c2)c2ccccc2c1=O	18	-4	6	8	2	3	-368	3	1	-0.3
COc1ccc2nc(SCC(=O)N3CCNC3=O)[nH]c2c1	14	-13	-4	-7	-1	-3	-6	4	-12	-4.4
C=CCN1CCc2cc(O)c(O)cc2C(c2ccccc2)C1 (centres undefined)	.	-17	-3	0	3	.	1	1	-5	-1.3
CC(C)CC1Nc2ncnc(N3CCN(c4ccccn4)CC3)c2N(Cc2ccc(Cl)cc2)C1=O (centres undefined)	.	-9&-1	4&3	2	-16&2	.	16&11	-3	21	0.6&-1.0
O=S1(=O)N[C@@H](Cc2ccccc2)COc2ccc(Cl)cc21	.	1	2	9	4	.	9	.	.	-0.3
c1ccc(CCC2CCCCN2Cc2nc(C3CC3)no2)cc1 (centres undefined)	34	2	-5	-5	-1	2	-10	-3	-19	-0.4
O=C(O)CC1=C(c2ccc(F)cc2)CCC1=O	-2	-3	6	-1	-1	-2	-4	-9	-2	-1.1
O=C(COc1ccc(Cl)cc1)N1CCN(S(=O)(=O)c2cc(F)ccc2F)CC1	.	-1	-7	-3	-5	.	-2	.	.	0.4
CCOc1ccc(OCCSc2nc3ccccc3n2CC(=O)O)cc1	-28	?	5	-1	-1	2	-12	-7	-6	1.2
CC(C)C[C@@H](CNCC(=O)[C@H](CC(=O)O)NC(=O)c1[nH]cnc1C(=O)N[C@H](CN)CC(C)C)NC(=O)c1nc[nH]c1C(=O)N[C@@H](C)C(=O)O	.	-9	0	-1	7	.	-6	.	2	0.1
Nc1cc(-c2cccc(F)c2)nn1S(=O)(=O)c1cccc2nsnc12	26	0	-10	7	-6	4	-3	0	18	-0.5
Cc1cccc(NC(=O)C2CCN(C(=O)c3ccccc3C)CC2)n1	.	-2	7	6	2	.	-8	-7	-13	-0.3
O=C(C[C@@H]1C[C@@H]2c3cc(NS(=O)(=O)c4ccc(F)cc4)ccc3O[C@@H]2[C@@H](CO)O1)NC1CCCCC1	.	-5	1	6	-4	.	-9	.	.	-0.7
C[N+]1(C)C2CCC1CC(OC(=O)c1ccccc1)C2 (centres undefined)	2	1	4	3	-5	7	-3	7	-5	-0.3
Cc1cc(NC(=O)c2ccc([N+](=O)[O-])cc2Cl)ccc1NC(=O)c1ccco1	-8	2	-6	9	0	3	-6	-2	-7	0.3
CC(C(=O)Nc1cc(C(F)(F)F)ccc1N1CCOCC1)N1C(=O)C2CC=CCC2C1=O (centres undefined)	6	3	-5	0	-4	1	8	-3	-14	-0.8
CC1=C(C(=O)OCC(C)C)C2(O)C(=O)c3ccccc3C2(O)N1 (centres undefined)	10	0	1	5	0	-2	30*	-54	-28	-0.1
Cc1cc(C)c(C(=O)Cn2nc(C(=O)O)c3ccccc3c2=O)cc1C	-1	2	4	20	13	-2	8	0	-7	1.4
CCCOc1ccc(C2NC(=S)NC(c3ccccc3)=C2C(=O)Nc2ccc(C)cc2)cc1OC (centres undefined)	5	2	-6	6	0	-6	7	-9	16	-0.4
Cc1nnc(SCCn2c(N3CCC(C)CC3)nc3c2c(=O)[nH]c(=O)n3C)s1	-6	3	-1	-3	0	2	-11	-1	-7	1.9
CC1COCC(C)N1C1=C(Cl)C(=O)c2ccccc2C1=O (centres undefined)	.	-2	-31	5	-4	.	87*	.	-8	-0.3
COc1ccc(OCC(=O)Nc2ccc(S(=O)(=O)N3CCCCCC3)cc2)cc1	4	-12	6	7	-1	2	15	-7	0	-0.6
CCN(CC)C(=O)c1ccc(CS(=O)(=O)c2ccc(Br)cc2)cc1	14	?	7	1	2	0	2	-5	1	-3.5
COC(=O)c1sc(NC(=S)NC(=O)c2cc(OC)c(OC)c(OC)c2)nc1C	30	?	2	3	0	1	-13	4	-3	-3.6
Cc1ccc(N2C(=O)CC(Nc3cccc4ccccc34)C2=O)cc1 (centres undefined)	21	?	5	0	9	-1	-10	-6	6	3.0
O=[N+]([O-])c1ccccc1/C=C/c1ccc2ccccc2n1	5	4	-18	3	3	-3	0	-2	8	2.0
Cc1cccc(NC(=O)c2ccc(Cl)c(S(=O)(=O)N3CCc4ccccc43)c2)n1	.	0	-1	-20	7	.	14	-40	-10	-0.4
CCOC(=O)Nc1ccc2c(c1)Sc1ccccc1N2C(=O)CCN1CCOCC1	15	8	-3	2	1	5	7	5	2	0.3
Cc1ccc(S(=O)(=O)N2CCCCC2)cc1NC(=O)CSc1ncccn1	.	.	4	-11	.	.	-2	-5	-13	.
OCC1OC(n2cnc3cc(Cl)c(Cl)cc32)C(O)C1O (centres undefined)	.	2	-5	.	-2	.	-3	.	.	-0.2
O=C(O)c1ccc2c(=O)n3c(nc2c1)/C(=C/c1ccc(F)cc1)CC3	.	-5	-6	4	13	-1	24	-11	-12	-0.9
CCN1CCCC1CNC(=O)c1ccc2c(c1)N(Cc1cccc(Cl)c1)C(=O)c1ccccc1S2(=O)=O (centres undefined)	-3	-3	2	25	1	6	13	-13	6	-2.6
Cc1cc(NC(=O)CSc2nnc3c(C)cc4ccccc4n23)no1	17	5	-6	-1	-4	-1	1	4	-6	1.4
C[C@H]1CN([C@@H](C)CO)C(=O)c2cc(Br)cnc2O[C@@H]1CN(C)C(=O)Nc1ccc(C(F)(F)F)cc1	.	-5	-12	3	-2	.	7	.	.	-0.2
COc1ccc(Nc2ncnc3ccc([N+](=O)[O-])cc23)c(OC)c1	12	-4	-35	1	2	4	-3	13	-16	-0.5
COc1ccc(N(C)C(=O)c2cn(CC(C)C)c(=O)c3cc(OC)c(OC)cc23)cc1	20	-8	7	-12	9	2	-4	-5	3	-2.1
